Screening data: PubChem BioAssay, The Scripps Research Institute Molecular Screening Center
TEAD-YAP inh: TEAD-YAP interaction inhibition; hit rate 1.4% among 640,000; HEK-TIYL cells, TEAD-Gal4/YAP UAS-luciferase luminescence; inhibition, % at 9.12 µM; in the data active = inhibition above about 32%;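 also: 0% = median of test compound wells and 100% = reference inhibitor wells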
MITF inh: inhibitors of human MITF. O75030. AlphaScreen MITF homodimerization, bead proximity signal. inhibition, % at 2.6 µM. hit rate 0.91% among 650,000. AID 1259374; in the data active = inhibition above about 50%;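 also: 0% = vehicle wells with protein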
GPR151 activ: activators of human GPR151. Q8TDV0. PathHunter beta-arrestin GPR151 cells, luminescence. activation, % at 11.2 µM. hit rate 1% among 650,000; in the data active = activation above about 4.9%;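 also: 0% = median of compound wells and 100% = cells with positive control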
Target sequence (Q8TDV0 whole entry, looked up): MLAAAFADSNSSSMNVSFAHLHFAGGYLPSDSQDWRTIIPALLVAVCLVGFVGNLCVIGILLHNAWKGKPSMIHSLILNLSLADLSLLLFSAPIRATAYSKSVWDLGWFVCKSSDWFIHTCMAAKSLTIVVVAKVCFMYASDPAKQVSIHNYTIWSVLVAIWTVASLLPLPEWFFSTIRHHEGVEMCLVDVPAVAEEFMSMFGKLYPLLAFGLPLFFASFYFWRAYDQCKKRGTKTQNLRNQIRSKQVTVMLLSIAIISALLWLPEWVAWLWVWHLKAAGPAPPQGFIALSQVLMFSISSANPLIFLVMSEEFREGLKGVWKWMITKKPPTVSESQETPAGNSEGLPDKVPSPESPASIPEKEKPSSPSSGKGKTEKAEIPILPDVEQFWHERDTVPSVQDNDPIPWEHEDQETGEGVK
FBW7 act: activators of human E3 ligase FBW7 | Q969H0 | AlphaScreen FBW7–phospho-cyclin E peptide binding, activator screen | normalized activity (activation), % at 26.1 µM | hit rate 0.13% among 650,000 | AID 1259310; in the data active = normalized activity above about 1.9%;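 also: purified mutant Fbw7 with reduced substrate affinity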
Target sequence (Q969H0 whole entry, looked up): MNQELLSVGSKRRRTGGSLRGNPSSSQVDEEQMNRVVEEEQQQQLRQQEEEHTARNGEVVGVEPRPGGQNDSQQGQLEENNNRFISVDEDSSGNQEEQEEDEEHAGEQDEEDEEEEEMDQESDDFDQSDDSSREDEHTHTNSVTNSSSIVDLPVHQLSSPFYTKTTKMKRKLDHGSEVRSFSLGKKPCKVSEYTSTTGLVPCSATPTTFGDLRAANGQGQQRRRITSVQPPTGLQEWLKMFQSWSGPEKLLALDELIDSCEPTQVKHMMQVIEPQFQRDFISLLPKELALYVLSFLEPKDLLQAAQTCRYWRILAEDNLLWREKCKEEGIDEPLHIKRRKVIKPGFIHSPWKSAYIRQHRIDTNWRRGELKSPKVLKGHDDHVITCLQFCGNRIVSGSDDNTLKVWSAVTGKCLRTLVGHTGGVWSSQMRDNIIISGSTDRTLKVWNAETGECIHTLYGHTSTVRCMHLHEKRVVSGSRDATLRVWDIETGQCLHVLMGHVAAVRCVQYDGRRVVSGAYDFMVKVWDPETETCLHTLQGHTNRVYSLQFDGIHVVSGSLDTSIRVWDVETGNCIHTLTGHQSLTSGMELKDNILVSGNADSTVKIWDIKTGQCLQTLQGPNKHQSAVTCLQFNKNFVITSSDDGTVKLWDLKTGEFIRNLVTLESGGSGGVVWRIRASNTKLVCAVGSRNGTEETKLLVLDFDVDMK
The depositor's hits bear a star; . = no result given; & = joins results of further samples; ! = not confirmed by another sample.

Order of values – TEAD-YAP inh	MITF inh	GPR151 activ	FBW7 act
O=C(NC1(C(F)(F)F)C(=O)Nc2c1c(=O)[nH]c(=O)n2-c1ccccc1)C1CC1 (stereo not given)
  8	5	0.2	0.0
CC1CCN(c2c(NCc3ccc(C(=O)N4CCc5ccccc54)cc3)c(=O)c2=O)CC1
  10	7	0.4	0.3
O=C(Nc1cccc(C(F)(F)F)c1)c1ccc(O)cc1
  -3	12	1.7	0.2
O=C(Nc1cccc(O)c1)/C(=C\c1ccco1)NC(=O)c1ccccc1
  10	-3	0.9	-0.1
CCOc1cccc(-c2cc(C(=O)N/N=C/c3ccc(O)c(OC)c3)[nH]n2)c1
  -23	-4	1.2	-0.1
Cc1ccc2nsnc2c1S(=O)(=O)NCc1ccncc1
  11	5	-0.3	-0.2
O=C(O)c1ccc(Cl)cc1N=Cc1c(O)[nH]c2ccccc12
  14	20	-0.9	0.1
Cc1ccc([N+](=O)[O-])cc1N(CC(=O)Nc1ccc(F)cc1F)S(C)(=O)=O
  -16	15	0.4	0.3
Nc1ccc(-c2nc3cc(N)cc(Cl)c3o2)cc1
  -37	-6	-0.1	0.0
COC(=O)CCC/C=C1/SCC(NC(=O)c2ccccc2)C1O (stereo not given)
  -5	12	-1.5	0.1
CCOC(=O)CCN1C(=O)[C@H]2[C@H]3[C@H](O)[C@H](O)C/C(=N\O[C@@H]4O[C@H](COC(C)=O)C(OC(C)=O)[C@H](OC(C)=O)C4OC(C)=O)[C@H]3CC[C@H]2C1=O (stereo not given in full)
  .	13	1.8	-0.1
COCCN(C(=O)CCC(=O)Nc1ccccn1)C(C(=O)NC(C)C)c1ccc(C)cc1 (stereo not given)
  -7	-2	-1.0	0.1
CCc1c(C)sc2nc(/C(=C\c3cccc(O)c3)C(=O)N3CCOCC3)[nH]c(=O)c12
  6	10	-1.0	0.7
CCOC(=O)c1c(C)n(-c2ccccc2)c2c1cc(OC(=O)CC)c1ccccc12
  -6	-3	1.7	-0.1
CCCCN(C(=S)Nc1ccccc1)C1CCS(=O)(=O)C1 (stereo not given)
  1	10	0.6	0.1

Later entries.
Order of values – TEAD-YAP inh	MITF inh	GPR151 activ	FBW7 act
CCc1ccc(CNC(=O)CCc2nnc(CCc3ccc(OC)cc3)o2)nc1
  4	11	1.9	0.2
CCOC(=O)c1c(NC(=O)C(C(C)C)N2C(=O)c3ccccc3C2=O)sc2c1CCCC2 (stereo not given)
  2	-7	-0.1	-0.1
CCOC(=O)c1c(CN2CCN(C)CC2)n(-c2ccccc2)c2cc(Br)c(OC)cc12
  -3	7	-0.8	0.0
O=C(CN1CCCCC1CO)c1ccc(OC(F)F)cc1 (stereo not given)
  -3	9	-0.9	0.0
Cc1ccc(CNC(=O)CSc2nc3ccncc3[nH]2)cc1
  9	3	2.9	-0.2
O=C(/C=C/c1ccc(Cl)cc1Cl)Nc1ccccn1
  -1	-4	0.9	0.6
COn1c(=O)c(=O)n(OC)c2ccccc21
  8	-5	-1.0	-0.1
CCCSc1nc(N)c2c(C)c(C)sc2n1
  -25	2	0.5	-0.1
CC12CC[C@@H]3c4ccc(OS(=O)(=O)O)cc4CC[C@H]3[C@@H]1CCC2=O (stereo not given in full)
  -1	-7	-1.2	0.0
CC(=O)NC(=S)NNC(=O)c1ccccc1
  0	12	-0.6	-0.2
CCOC(=O)CNS(=O)(=O)c1ccc2c(c1)oc(=O)n2C
  0	8	-0.8	-0.1
Cc1cccc(N=C2NC(=O)/C(=C\c3cccc4ccccc34)S2)c1
  5	0	-0.5	-0.2
CC(C)[C@@H](Cn1nc(-c2cccs2)ccc1=O)NC(=O)Cn1nnc2ccccc21
  7	13	-1.5	0.1
CC(=O)OCCN1C(=O)c2ccc(-c3nc4ccccc4c(=O)o3)cc2C1=O
  11	-6	1.0	-0.2
COc1ccccc1Cn1c(SCc2cc(F)ccc2F)nc2ccccc2c1=O
  12	-5	-1.5	-0.1

Next section:
Order of values – TEAD-YAP inh	MITF inh	GPR151 activ	FBW7 act
COc1ccc(-c2nc3c(n2O)CCc2c-3no[n+]2[O-])cc1OC
  13	21	-0.3	0.4
CN1CCCc2cc(C(CNC(=O)Nc3ccc4c(c3)OCO4)N3CCOCC3)ccc21 (stereo not given)
  -19	16	0.1	-0.2
Cc1cc(NC2CCN(Cc3ccccc3)CC2)nc(Nc2ccncn2)n1
  3	13	-0.1	0.0
C#CCCCCCCCCCCCCCCCC(=O)O
  .	-15&26	2.1&-1.4	0.2
COC(=O)COc1ccc(S(=O)(=O)Nc2ccccc2SC)cc1
  14	16	0.8	0.1
COC(=O)c1cccc(Nc2nc(-c3ccccc3)nc3ccccc23)c1
  9	-2	-0.6	0.0
CCOC(=O)CCC(=O)N(NC(=O)C(O)(CC)CC)c1ccccc1
  10	13	-1.4	0.2
CC1CC(C)CN(C(=O)C(Cc2ccccc2)n2cccc2)C1 (stereo not given)
  7	12	-1.4	0.0
O=C(Nc1cccc(O)c1)/C(=C\c1ccncc1)NC(=O)c1ccccc1
  0	4	-0.6	0.7
COc1ccc2[nH]c3c(=O)n(CCCCC(=O)N4CCCCC4)c(=S)[nH]c3c2c1
  5	6	-0.5	-0.1
COc1ccc(C(C)NC(=O)c2cc([N+](=O)[O-])cc([N+](=O)[O-])c2)cc1 (stereo not given)
  4	-1	0.2	0.0
O=C(Cn1c(-c2ccccc2)noc1=O)N1CCC(Cc2ccccc2)CC1
  3	1	-1.5	-0.1
COc1ccccc1NC(=O)C(=O)NCc1ccccn1
  -18	6	-0.4	0.1
CC(C)(C)c1ccc(NC(=O)Nc2ccccc2NC(=O)c2ccccn2)cc1
  68*	-2	-0.2	-1.1
CCCOC(=O)C1=C(C)NC2=C(C(=O)CC(c3ccc(OC)cc3)C2)C1c1ccccc1OC(C)C (stereo not given)
  -3	-17	-1.3	0.1

Limited to TEAD-YAP inh, for five of the compounds above:
Structure,TEAD-YAP inh
CC1CC(C)CN(C(=O)C(Cc2ccccc2)n2cccc2)C1 (stereo not given),7
O=C(Nc1cccc(O)c1)/C(=C\c1ccncc1)NC(=O)c1ccccc1,0
COc1ccc2[nH]c3c(=O)n(CCCCC(=O)N4CCCCC4)c(=S)[nH]c3c2c1,5
COc1ccc(C(C)NC(=O)c2cc([N+](=O)[O-])cc([N+](=O)[O-])c2)cc1 (stereo not given),4
O=C(Cn1c(-c2ccccc2)noc1=O)N1CCC(Cc2ccccc2)CC1,3

The listing continues:
Order of values – TEAD-YAP inh	MITF inh	GPR151 activ	FBW7 act
Cc1ccccc1NCC(=O)N/N=C/c1ccncc1
  6	-1	1.3	0.0
O=C(Cc1ccccc1)Nc1cc(=O)[nH]c(=O)[nH]1
  2	0	-1.9	-0.1
COc1ccc(OCC2c3cc(OC)c(OC)cc3CCN2C(=O)c2c(F)cccc2F)cc1 (stereo not given)
  -14	-10	-0.6	-0.2
CCOC(=O)C1=C(C)N=c2s/c(=C/c3ccc(-c4ccc([N+](=O)[O-])cc4)o3)c(=O)n2C1c1ccccc1Cl (stereo not given)
  -8	-4	0.5	-0.2
c1ccc(-c2nccc(NCc3cccnc3)n2)cc1
  -3	3	1.6	0.0
O=C(CCc1ccccc1)Nc1ccc(Cc2ccncc2)cc1
  40*	0	1.5	-0.2
CNC(=O)/C(C#N)=C/c1c(Oc2ccccc2)nc2c(C)cccn2c1=O
  6	9	-1.3	0.2
Cc1ccc(C(=O)COC(=O)c2cccc(Oc3c(Cl)cccc3[N+](=O)[O-])c2)cc1C
  -10	-3	0.1	0.2
COCCNC(=O)CCn1c(-c2ccc(OC)cc2)cc(C(C)=O)c1C
  9	-5	2.4	-0.1
O=C(CSc1nnnn1Cc1ccccc1)Nc1nc(-c2ccc(F)cc2)cs1
  4	6	0.3	-0.1
O=C1CCCC2=C1C(c1ccc(Br)cc1)Nc1ccc(C(=O)c3ccccc3)cc1N2 (stereo not given)
  51*	-1	-0.7	0.5
Cc1cc(C)cc(NC(=O)CCC(=O)Nc2cc(C)cc(C)c2)c1
  0	10	-0.6	0.9
CSc1nnc2c(n1)OC(c1ccccc1F)Nc1ccc(Br)cc1-2 (stereo not given)
  13	-2	-0.7	0.3
Cc1ccnc2c(N3C(=O)C4C5C=CC(C5)C4(C)C3=O)cccc12 (stereo not given)
  4	-3	0.3	-0.1
COc1cccc(NC(=O)CSc2nc3ccsc3c(=O)n2CCC(=O)O)c1
  3	-5	0.9	-0.3

(further entries)
Order of values – TEAD-YAP inh	MITF inh	GPR151 activ	FBW7 act
COC(=O)[C@@H](NC(=O)c1cc(COc2cc(C)ccc2C)on1)C(C)C
  3	5	-0.2	0.1
C/C(=N\NC(=O)c1ccc(F)cc1)c1ccc(C)cc1
  -37&-29	-24&2	-0.6&-0.3	-0.1&0.2
Cc1ccc2oc(-c3ccc(NC(=O)c4ccc(Cl)c([N+](=O)[O-])c4)cc3O)nc2c1
  -14	-6	0.0	0.0
CCCc1nnc(NC(=O)CCCN2C(=O)c3cccc4cccc(c34)C2=O)s1
  10	2	2.1	0.1
Cc1cccc(CNCCC2CCC(=O)N2C2CCOC2)c1 (stereo not given)
  -1	8	0.9	0.0
COc1ccc(-c2ccc(NC(=O)c3ccc(F)c(F)c3)cc2)nn1
  -8	19	0.1	0.1
O=C(Nc1ccccc1F)c1ccc(N2CC3CC(C2)c2cccc(=O)n2C3)c(NC(=O)c2ccc(F)cc2)c1 (stereo not given)
  -1	10	-0.7	0.4
Cc1ccc(-c2cc3nc(-c4ccc(Cl)cc4)cc(C(F)(F)F)n3n2)cc1
  -3	12	-0.9	0.0
O=c1c2ccccc2nc(N2CCCC2)n1Cc1ccccc1
  9	13	0.1	0.0
O=C(CSc1nc2ccsc2c(=O)n1Cc1ccc2c(c1)OCO2)NC1CCCC1
  -5	-5	3.5	-0.2
Cc1cc2ncn(CC3CC3(Cl)Cl)c2cc1C (stereo not given)
  -16	16	0.8	0.2
O=C(c1nc2sccn2c1CN1CCCN(c2ccc(F)cc2)CC1)N1CCCCC1
  -1	14	1.5	0.0
CCOc1ccc(NC(=S)NCc2cccnc2)cc1
  -1	-3	-0.1	-0.1
N#CCn1cc(/C=C2\C(=O)NC(=O)N(c3ccc(Cl)cc3)C2=O)c2ccccc21
  0	-5	-0.8	0.0
COc1ccccc1C(=O)Nc1cccc(C(=O)O)c1C
  -86	13	1.0	0.1

(cont.)
Order of values – TEAD-YAP inh	MITF inh	GPR151 activ	FBW7 act
Cc1nc(SCC#N)c(C#N)c(C)c1Cl
  -12	-1	1.0	0.1
NS(=O)(=O)c1ccc(CCNC(=O)Cn2c(=S)[nH]c3ccccc3c2=O)cc1
  -9	-2	2.3	-0.1
COc1ccc(C(=O)OCCC2CCCCN2C2=NS(=O)(=O)c3ccccc32)c(OC)c1 (stereo not given)
  -5	2	0.6	0.1
COCC(=O)N1CCC(Cn2nc(-c3cccs3)ccc2=O)CC1
  -2	-3	-0.7	0.0
Cc1ccc2oc(C(=O)NCc3ccco3)cc2n1
  -19	7	-1.0	-0.1
O=C(Nc1ccccc1)N1N=C(c2ccc(Br)cc2)CC1c1ccc(F)cc1 (stereo not given)
  -7	-2	1.8	-0.2
Cc1cccc(NC(=O)Cn2cnc3c(cnn3-c3ccc(F)cc3)c2=O)c1
  11	-5	0.0	0.0
COc1ccc(C(=O)Nc2ccc(NC(=O)c3cc4ccccc4o3)cc2)cc1[N+](=O)[O-]
  -4	8	-0.7	0.0
COc1ccccc1C(=O)Nc1ccnn1C1CCN(C(C)Cc2ccccc2F)CC1 (stereo not given)
  8	9	0.0	-0.1
O=C(C1CCC(Nc2nccc(-c3ccc4nc(C5CC5)[nH]c(=O)c4c3)n2)CC1)N1CCCC1 (stereo not given)
  -17&4	59*!	-0.3&-2.2	2.6*!
CC1(C)N=C(N)N=C(N)N1c1cc(Cl)c(Cl)cc1Cl
  2	7	-0.1	0.5
COc1ccc(C2(CNC(=O)CCC(=O)O)CCOCC2)cc1
  -9	0	1.4	-0.2
COc1cc(/C=N/Nc2ncnc3sc(C)c(C)c23)cc(OC)c1OC
  3	2	-0.3	0.3
O=C(Nc1ccc(OC(F)(F)F)cc1)c1cnc2ccccn2c1=O
  -4	-14	0.6	0.1
COc1ccccc1C(=O)Nc1ccc(Cc2ccc(NC(=O)c3ccccc3OC)cc2)cc1
  7	-5	-1.4	-0.1

Next part.
Order of values – TEAD-YAP inh	MITF inh	GPR151 activ	FBW7 act
Cc1ccc2nc(C3CCCCN3C(=O)c3ccccn3)[nH]c2c1 (stereo not given)
  8	-8	1.2	0.1
Nn1c(SCc2ccccc2F)nnc1-c1ccccc1
  -70	1	-1.9	0.1
CCOC(=O)c1ccc(S(C)(=O)=O)c(C)c1O
  4	-4	1.7	0.2
O=C(OCCNC1=C(Cl)C(=O)c2ccccc2C1=O)c1ccc(F)cc1
  0	-4	-0.1	0.1
C=CCn1c(=NC(=O)C2=COCCO2)sc2cc(C(=O)OC)ccc21
  -51	11	0.6	-0.1
CCOc1cc(/C=C(\C#N)c2nc3ccccc3[nH]2)ccc1OCc1ccc(F)cc1
  2	7	-0.7	0.0
CCOc1ccccc1NC(=O)CSc1nncc(=O)n1N
  9	9	-1.0	0.5
CNC(=O)/C(=C\c1ccco1)NC(=O)c1ccc(Cl)cc1Cl
  4	-8	0.0	-0.1
CC(C)(C)C1CCC2(CC1)NC(=S)N(c1ccccc1)N2 (stereo not given)
  -3	-1	0.7	-0.1
CC(C)C[C@H]1NC(=O)[C@@H]2C[C@H](NC(=O)c3ccccc3)CN2C1=O
  -7	-4	-0.1	0.0

No new results follow: two of the compounds above.
Order of values – TEAD-YAP inh	MITF inh	GPR151 activ	FBW7 act
Cc1ccc2nc(C3CCCCN3C(=O)c3ccccn3)[nH]c2c1 (stereo not given)
  8	-8	1.2	0.1
Nn1c(SCc2ccccc2F)nnc1-c1ccccc1
  -70	1	-1.9	0.1
